# Screening results (PubChem)
# M. tuberculosis GlmU: inhibition of mycobacterial GlmU enzyme – biochemical, glucosamine-1-phosphate acetyltransferase (AID 1376) | M. tuberculosis GlmU acetyltransferase enzyme assay; higher % means a stronger effect | one-dose inhibition, %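 (tested at 30 µM in the primary screen)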; IC50 in µM for titrated hits | actives 0.25% (n = 220,000); in the data active means inhibition above about 13%;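 further: 0% = complete reaction with vehicle and 100% = reaction without substrate; strong numbers were not always called active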
# Mtb RmlCD inh: M. tuberculosis RmlC/RmlD inhibition; P9WH09+P9WH11; RmlC+RmlD coupled enzyme assay, percent inhibition; primary screen in compound mixtures; inhibition, % at 3.6 µM; actives 0.03% (n = 160,000); AID 1533; in the data active means inhibition mostly above about 34%, no sharp cut-off; further: some results filed as inactive read as strong as hits
# Target sequence (P9WH09 whole entry, looked up): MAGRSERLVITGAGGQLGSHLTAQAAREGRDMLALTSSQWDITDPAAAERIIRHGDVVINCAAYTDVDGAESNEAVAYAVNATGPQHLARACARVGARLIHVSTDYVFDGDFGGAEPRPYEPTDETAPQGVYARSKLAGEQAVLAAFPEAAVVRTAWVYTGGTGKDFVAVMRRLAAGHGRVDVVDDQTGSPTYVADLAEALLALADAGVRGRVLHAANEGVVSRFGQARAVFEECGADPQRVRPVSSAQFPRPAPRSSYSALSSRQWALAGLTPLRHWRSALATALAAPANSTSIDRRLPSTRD
# Target sequence (P9WH11 whole entry, looked up): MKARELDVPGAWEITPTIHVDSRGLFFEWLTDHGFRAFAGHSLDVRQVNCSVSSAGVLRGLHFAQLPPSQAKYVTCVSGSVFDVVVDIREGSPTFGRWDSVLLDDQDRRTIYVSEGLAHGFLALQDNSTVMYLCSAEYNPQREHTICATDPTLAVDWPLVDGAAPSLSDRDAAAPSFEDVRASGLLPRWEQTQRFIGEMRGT
# * hit, by the source's call; / = not tested or not shown. A portion of the library; the hit share may differ from the screen's.
compound | M. tuberculosis GlmU | Mtb RmlCD inh
CN(Cc1ccco1)C(=O)Cn1c(=O)oc2cc(S(=O)(=O)NCc3ccccc3)ccc21 | 4.3% | 10
Cn1c(=O)c2[nH]c(N3CCN(c4cccc(O)c4)CC3)nc2n(C)c1=O | 0.0% | 4
Cc1c(Cl)cccc1NC(=O)CSCC(N)=O | -2.8% | -4
CC(=O)N1CCN(C(=O)CCc2nc3sc4c(c3c(=O)[nH]2)CCCC4)CC1 | -3.8% | -6
O=C(NC1CCCCCCC1)c1ccc2c(c1)OCO2 | 7.7% | -5
CSC1=NCCN1C(=O)c1ccc2ccccc2c1 | 1.0% | 1
COc1ccc(/C=N/NC(=O)CNC(=O)c2cccs2)cc1 | 1.2% | 12
CN(c1ccccc1)S(=O)(=O)c1cccc(C(=O)Nc2ccc3c(c2)CCC3)c1 | -4.8% | /
CSc1nnc([C@@H](N)Cc2c[nH]c3ccccc23)o1 | 1.2% | 5
CCOC(=O)C1=C(C)NC2=C(C(=O)CC(C)(C)C2)C1c1ccc(N(C)C)cc1 (centres undefined) | 5.1% | 16
CSc1nc2n(n1)C(c1ccccn1)C1=C(CC(C)(C)CC1=O)N2 (centres undefined) | 0.9% | /
Cc1nn(CCC#N)c2nc(-c3ccccc3)cc(C(F)(F)F)c12 | -0.4% | 2
Cc1ccc(CN2CC34C=CC(O3)C(C(=O)NCc3ccc5c(c3)OCO5)C4C2=O)cc1 (centres undefined) | -3.7% | -2
O=C(NCc1ccc2c(c1)OCO2)c1cc(-c2ccc(Cl)cc2Cl)on1 | -0.3% | 106
Cc1cc2ccccc2cc(C)c1=O | 0.0% | 7
O=C(CSC(=S)N1CCCCC1)c1c(F)cccc1F | -0.2% | 7
C=CCN=c1scc(C)n1/N=C/c1ccc(O)c(O)c1 | -2.3% | -7
CC1Cc2ccccc2N1c1ncnc2c1nnn2Cc1ccccc1Cl (centres undefined) | -7.2% | /
CCCc1[nH]nc2c1C(c1c(C)nn(-c3ccccc3)c1Cl)C(C#N)=C(N)O2 (centres undefined) | -3.4% | 0
CC(CCc1ccccc1)NC(=O)CNC(=S)N(Cc1cccs1)C1CCCC1 (centres undefined) | 3.6% | 1
O=C(OCc1c(Cl)cccc1Cl)c1cccnc1Cl | 5.3% | 1
COc1ccc(NC(=O)C2CSC(C)(C)N2C=O)cc1 (centres undefined) | 7.1% | 16
COc1ccc(/C=N/c2nc3ccccc3n2CCN2CCCCC2)cc1OC | 0.3% | /
C(=N\Nc1ncnc2ccccc12)/c1ccccc1 | 4.2% | 11
Cn1ccnc1C(O)c1cc(C(C)(C)C)c(O)c(C(C)(C)C)c1 (centres undefined) | -2.3% | 8
O=C(NNC(=O)c1ccc(Cl)cc1Cl)c1cnccn1 | -1.7% | 8
CCCC1Cc2[nH]c(=O)c(C#N)cc2CO1 (centres undefined) | 1.5% | 11
O=C(O)CNC(=O)c1cccc(C(F)(F)F)c1 | -8.8% | 9
Cc1cc(NC(=O)c2cc([N+](=O)[O-])cc([N+](=O)[O-])c2)n(-c2ccccc2)n1 | 1.0% | 6
CC(=O)Nc1ccc([N+](=O)[O-])cn1 | -2.8% | /
Oc1ccc(Cl)cc1C=Nc1ccc(Br)cc1 | 0.2% | /
COCCCNC(=O)/C=C/c1ccc(Cl)cc1 | -1.4% | 4
CCOC(=O)CSc1ncnc2c1sc1nc(N3CCOCC3)c3c(c12)CCCC3 | 4.0% | /
COc1ccc(S(=O)(=O)c2cnc3ccccc3n2)cc1 | / | 4
CCOC(=O)C1CCN(C(=O)COc2ccc(Br)cc2C)CC1 | -0.8% | 9
O=S(=O)(c1ccc(NC(=S)NN=C(Cc2ccccc2)Cc2ccccc2)cc1)N1CCOCC1 | 2.1% | -7
O=[N+]([O-])c1ccc(N=Nc2ccc(O)cc2O)cc1 | 2.7% | /
CCC(=O)NNc1ncnc2c1cnn2C | 2.9% | 12
C/C(=N/Nc1ncc(C(F)(F)F)cc1Cl)c1ccncc1 | -3.5% | 7
Cc1cccc2nc(CSc3nncn3-c3ccccc3)cn12 | 1.8% | 8
COc1ccc(NC(=O)C2CCN(c3nc(C)nc4c3CCC4)CC2)cc1 | -4.7% | /
CCn1cc(C(=O)NCc2cccnc2)c(=O)c2cc(F)c(N3CCN(C(=O)c4ccco4)CC3)cc21 | 7.0% | -7
Cc1cccn2c(=O)c(/C=N/O)c(NCc3ccccc3)nc12 | -2.0% | -12
CS(=O)(=O)N(CC(=O)NCc1ccco1)c1cc(C(F)(F)F)ccc1Cl | -0.2% | /
O=C(CN(Cc1ccccc1)S(=O)(=O)c1ccccc1)N1CCOCC1 | 3.9% | -12
COC(=O)c1sccc1NC(=O)CCC1CCCC1 | -3.8% | /
Cc1cc(N2C(=O)C3CC=CCC3C2=O)cc(C)c1Br (centres undefined) | -1.9% | -7
NC(=O)Cn1c(=O)n(CCC(=O)NCCSCc2ccccc2)c(=O)c2ccccc21 | -0.1% | -11
COc1cc(/C(C)=N\NC(=O)CSc2nc3ccccc3n2C)ccc1O | 4.0% | -7
CCCCCCCCCc1nc2sc3c(c2c(=O)n1NC(=O)c1ccc([N+](=O)[O-])cc1)CC(C)(C)OC3 | -3.5% | /
COc1cc(NC(=O)CSc2nnc3c(n2)[nH]c2ccc(S(=O)(=O)NC(C)C)cc23)cc(OC)c1OC | 3.2% | -9
O=C1N(Cc2cccnc2)C[C@@H]2C[C@@H](c3cccc(Oc4ccccc4)c3)N3CCC[C@@]123 | 1.9% | 9
COc1ccc(-c2n[nH]c(C)c2-c2ccc(Cl)cc2)c(O)c1 | -2.8% | /
CN1CCN(c2nc(-c3ccccc3)nc(-c3ccc(F)cc3)c2C#N)CC1 | -4.4% | 7
CC(C)COc1nc2ccccc2c(=O)n1OCC(=O)O | / | 5
O=Cc1cnc(N2CCN(Cc3ccccc3)CC2)s1 | -0.2% | /
O=C(COC(=O)c1cccc(C(F)(F)F)c1)NCc1ccc(Cl)cc1 | -5.8% | 17
c1cc(-c2ccncc2)ccn1 | 6.6% | -8
CN(CC(=O)NC1CCN(Cc2ccccc2)CC1)S(=O)(=O)c1ccc2c(c1)c(=O)n(C)c(=O)n2C | -5.9% | 5
O=C1C2CCN(CC2)C1Cc1ccc(OCc2ccccc2)cc1 (centres undefined) | -9.6% | -6

# (list continues)
compound | M. tuberculosis GlmU | Mtb RmlCD inh
CCOC(=O)c1c(C)[nH]c(C)c1C(=O)COC(=O)/C=C/c1ccc(Cl)cc1 | 2.2% | -8
Cc1ccc(-c2cc3nc(-c4ccccc4)cc(N4CCOCC4)n3n2)cc1 | -0.5% | /
COC(=O)c1ccc2c(c1)C(=O)N(C1CCCCC1)C2=O | -2.4% | 7
CCC(=O)OC1CC(C)N(C(=O)c2ccccc2)c2ccc(C)cc21 (centres undefined) | -5.6% | 16
COC(=O)CSc1nnc2cc(C)c3ccccc3n12 | -0.7% | -7
CCOCCCNC(=O)C(Cc1ccccc1)NC(=O)c1ccco1 (centres undefined) | 3.5% | 8
COc1ccccc1NC(=O)Cn1cnc2c(oc3ccccc32)c1=O | -3.9% | 11
Cc1ccc2c(c1)nnn2C1CCN(CC(=O)c2ccc(Cl)cc2)CC1 | 0.5% | 13
O=C(Nc1nccs1)C1CCCN1S(=O)(=O)c1cccc2cccnc12 (centres undefined) | 7.7% | 7
Cc1ccc(-c2n[nH]c3c2C(c2cccc(O)c2)N(c2ccc(C(=O)O)cc2)C3=O)cc1 (centres undefined) | 1.9% | -8
Cc1ccc(OCC(=O)NCCN2CCN(C(=O)COc3ccc(C)cc3)CC2)cc1 | 4.7% | /
O=C(O)Cn1cnc2ccccc2c1=O | 4.4% | -6
Cc1ccc(NC(=O)CSCC(=O)NC2CCCCC2)cc1 | 1.1% | /
CCN(CC)CC(=O)NN(Cc1ccccc1)c1ccccc1 | -2.1% | -11
CCCCn1c(O)c(/C=C/C=Nc2ccccc2)c(=O)[nH]c1=O | -19% | 15
CCCCC(CCC(=O)Nc1ccc(C(=O)OC)cc1)C(=O)O (centres undefined) | 0.5% | /
Cc1cccc(N2C(N)=NC(N)=NC23CCCCC3)c1 | / | 5
O=C(O)c1ccc(N2C(=O)C3ON(c4ccccc4)C(c4ccccc4F)C3C2=O)cc1 (centres undefined) | -4.1% | /
C=CCNC(=O)c1onc(CSc2ccccc2C)c1C(=O)O | 1.4% | /
CC1CCCCN1C(=O)Nc1cccc(C(F)(F)F)c1 (centres undefined) | 6.1% | 5

# A draw from above in order of formula weight, high to low:
compound | M. tuberculosis GlmU | Mtb RmlCD inh
Cc1ccc(OCC(=O)NCCN2CCN(C(=O)COc3ccc(C)cc3)CC2)cc1 | 4.7% | /
CCOC(=O)c1c(C)[nH]c(C)c1C(=O)COC(=O)/C=C/c1ccc(Cl)cc1 | 2.2% | -8
COc1ccccc1NC(=O)Cn1cnc2c(oc3ccccc32)c1=O | -3.9% | 11
O=C(O)Cn1cnc2ccccc2c1=O | 4.4% | -6

# The list goes on:
compound | M. tuberculosis GlmU | Mtb RmlCD inh
CCCCNC(=S)NNC(=O)c1nn(C)c(C)c1Cl | -3.9% | /
CCOc1ccccc1Nc1nc(N)nc(CSc2nccc(C)n2)n1 | 4.0% | -2
CCCCOC(=O)n1c(=O)oc2ccccc21 | -3.0% | 13
CCOC(=O)Cc1csc(NC(=O)c2c(O)c3ccccc3n(CC(C)C)c2=O)n1 | 4.2% | /
CO/N=C/C(=N\Nc1ccccc1)C(=O)c1ccccc1 | -1.0% | /
CCOC(=O)Cn1c(=O)oc2cc(S(=O)(=O)NCC3CCCO3)ccc21 (centres undefined) | -3.7% | /
Cc1nc2ccc(S(=O)(=O)NC(C(=O)N3CCC(C)CC3)C(C)C)cc2s1 (centres undefined) | 0.4% | 6
COc1ccc(NC(=O)C2=C(C)NC(=O)NC2c2ccccc2[N+](=O)[O-])cc1 (centres undefined) | -6.7% | 17
O=C(Nc1cccc([N+](=O)[O-])c1)N1CCN(c2ccccc2)CC1 | 8.2% | 5
Cc1ccc(-n2c3c(cc(C(=O)N4CCN(C)CC4)c2=O)C(=O)CC(C)(C)C3)cc1 | 3.5% | 8
Cc1csc2c(N3CCN(C(=O)c4ccc(C(C)(C)C)cc4)CC3)ncnc12 | -2.1% | -7
Cc1cc(N)n(-c2ccccc2C)n1 | -0.1% | -12
Cc1ccsc1/C=N\NC(=O)Cn1nnc2ccccc21 | 3.8% | 8
COC(=O)c1c(NC(=O)c2nc3nc(C)cc(C(F)F)n3n2)sc2c1CCC2 | -2.2% | /
CCOC(=O)CNC(=O)CSc1nnc(-c2ccc(OC)cc2)n1CC | 0.7% | /
COC(=O)CCCCCCCCC(O)CN(C)C (centres undefined) | -3.2% | 1
COc1ccc(-n2c3c(cc(C(=O)Nc4ccc(C)cc4)c2=O)C(=O)CCC3)cc1 | 6.9% | /
COc1cc(C(=O)CSc2nncn2C)cc(OC)c1OC | -3.5% | 3
CCN(CC)CCCN(Cc1cc2cc3c(cc2[nH]c1=O)OCO3)C(=S)NCc1ccco1 | -0.3% | -10
COc1ccc(OC)c(NC(=O)C2CCCNC2=O)c1 (centres undefined) | 5.7% | /

# Entries from the list above that contain a furan ring, fused or not (six):
compound | M. tuberculosis GlmU | Mtb RmlCD inh
CN(Cc1ccco1)C(=O)Cn1c(=O)oc2cc(S(=O)(=O)NCc3ccccc3)ccc21 | 4.3% | 10
CCn1cc(C(=O)NCc2cccnc2)c(=O)c2cc(F)c(N3CCN(C(=O)c4ccco4)CC3)cc21 | 7.0% | -7
CS(=O)(=O)N(CC(=O)NCc1ccco1)c1cc(C(F)(F)F)ccc1Cl | -0.2% | /
CCOCCCNC(=O)C(Cc1ccccc1)NC(=O)c1ccco1 (centres undefined) | 3.5% | 8
COc1ccccc1NC(=O)Cn1cnc2c(oc3ccccc32)c1=O | -3.9% | 11
CCN(CC)CCCN(Cc1cc2cc3c(cc2[nH]c1=O)OCO3)C(=S)NCc1ccco1 | -0.3% | -10

# Next section.
compound | M. tuberculosis GlmU | Mtb RmlCD inh
O=C(NNC(=S)NCc1ccccc1)c1cccc([N+](=O)[O-])c1 | 1.8% | 3
Clc1ccc(-c2nn3cnnc3s2)c(Cl)c1 | -0.1% | -10
Cc1cc(Cl)ccc1NC(=S)N1CCOCC1 | 0.1% | /
Cc1noc(C)c1COc1cccc(C(=O)OC(C)C(=O)Nc2ccc3c(c2)OCO3)c1 (centres undefined) | 5.7% | -5
CCCN1C(=O)c2ccc(C(=O)NC3CCCCC3)cc2C1=O | 0.5% | /
Fc1ccc(CNCCc2ccccc2)cc1 | -0.9% | -9
COC(=O)Nc1nnc(COc2ccccc2)s1 | 3.6% | /
Oc1ccc(Br)cc1/C=N/n1cnc2ccccc21 | 2.3% | -2
c1ccc2c(Nc3nnc(-c4ccncc4)s3)cccc2c1 | 2.3% | -10
Cc1ccc(-c2nc(C#N)c(NCCN3CCCCC3)o2)cc1 | 2.5% | 11
Cc1ccc([N+](=O)[O-])cc1-c1ccc(/C=N/NC(=O)c2cc3c(ccc4ccccc43)o2)o1 | / | -4
O=c1ncn(-c2ccc(F)cc2)c2ncccc12 | -4.5% | -2
CCOC(=O)N1CCC(NC(=O)Cn2ncc3c2-c2cc(C)ccc2OC3)CC1 | 1.3% | /
O=C(Cc1n[nH]c(=O)c2ccccc12)OCc1c(Cl)cccc1Cl | -2.3% | /
COC(=O)Cn1c(=NC(=O)c2cc(OC)c(OC)c(OC)c2)sc2cc(OC)ccc21 | 1.0% | 10
CC1=CC2=NC(=O)/C(=C\c3cc(C)n(-c4ccccc4)c3C)C(=N)N2O1 | 1.1% | /
CCc1c(C)nc2cc(-c3ccc(OC)c(OC)c3)nn2c1N1CCC(C)CC1 | -1.0% | 74
O=C(CSc1nncn1-c1cccnc1)N(c1ccccc1)c1ccccc1 | -9.5% | 10
C=CCNC(=S)Nc1ccc(OC)c(S(=O)(=O)N2CCOCC2)c1 | 3.7% | -13
COc1ccc(OC)c(-c2nc(C)sc2CC(=O)O)c1 | 2.2% | /
